Screening data as filed in PubChem.
Nrf2 inh: Nrf2 qHTS screen for inhibitors; Potency, µM (top dose mostly 46 µM), for inactives: at the highest dose activity change, negative = inhibition, hits mostly inhibitors; A549 ARE-Fluc reporter, luciferase luminescence, 18-24 h; 2.1% of 360,000 active; AID 504444, 2011; note: potency is the fitted concentration of half-maximal effect; % is set by controls: 0 for no effect and ±100 for the full control effect; nearly all actives have a fitted effect of over 60% in size
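Cells were seeded and rested 2 h, then exposed to compounds for 18-24 h. CellTiter-Fluor was read first as a viability measure. BugLite was added 15 min before the final luminescent read of ARE-luciferase activity in A549 cells.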
ATXN2 expr inh: Primary qHTS for Inhibitors of ATXN expression; HEK-293 ATXN2-luciferase reporter, luminescence, 24 h; Potency, µM (titrated, usually from 57 µM), inactives show at the top dose activity change, negative = inhibition, hits mostly inhibitors; 0.72% of 360,000 active; note: potency is the fitted concentration of half-maximal effect; % is set by controls: 0 for no effect and ±100 for the full control effect; nearly all actives have a fitted effect of over 55% in size
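ATXN2-luciferase reporter cells (luciferase flanked by upstream and downstream ATXN2 gene portions) were treated 24 h at 37 °C with compounds at up to 57 uM. SteadyGlo luminescence gave expression; GF-AFC fluorescence gave viability.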
HepG2 viability: qHTS for Inhibitors of TGF-b: Cytotox Counterscreen | HepG2 CAGA-GFP viability, ATP luminescence, 18 h | 0.76% of 410,000 active | Potency, µM (doses to about 46.1 µM), for the others: top-dose activity change, negative = cytotoxicity, most hits filed as cytotoxic; note: potency is the fitted concentration of half-maximal effect; some results filed as inactive show a strong effect at the top dose
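CellTiter-Glo luminescence gave cytotoxicity after 18 hours at 37 degrees C. The cells were HepG2 CAGA-GFP in 1% FBS DMEM, stimulated with 500 pg/mL TGF-beta after compound addition. %Activity was normalised to no-cell wells (complete cell-killing) and DMSO (no toxicity), and curves were fitted and classified.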
MCF10A rereplic: A quantitative high throughput screen for small molecules that induce DNA re-replication in MCF 10a normal breast cells. MCF 10A DNA re-replication, Hoechst nuclear intensity, 48 h. Potency, µM (titrated, usually from 46.1 µM), inactives show at the highest dose activity, positive = re-replication, hits mostly activators. 2.9% of 350,000 active. AID 624296, 2012; note: potency is the fitted concentration of half-maximal effect; % of control where 0% means no effect; nearly all actives have a fitted effect of over 50% in size
IL1B secr inh: qHTS for Inhibitors of Inflammasome Signaling: IL-1-beta AlphaLISA Primary Screen; AID 743279, 2014; THP-1 LPS/ATP IL-1B secretion, AlphaLISA, 16 h; stronger effect = lower value; 4.7% of 360,000 active; activity change, % at 57.5 µM; in the data active = activity change below about -50%; inconclusive = mostly about -30% to -49%; note: % is set by controls: 0 for no effect and ±100 for the full control effect
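THP-1 cells pretreated 1 hr with compounds (up to 57.5 uM final), then stimulated with LPS (250 ng/mL final) plus ATP (1.25 mM final); secreted IL-1B measured by AlphaLISA after 16 hr, decreased signal indicating inhibition.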
TGFb SMAD3 inh: qHTS for Inhibitors of TGF-b. HepG2 CAGA-GFP TGF-b/SMAD3 reporter, GFP fluorescence, 18 h; TGF-beta stimulated, 500 pg/mL final. Potency, µM (highest dose often 46.1 µM), for inactives: top-dose activity, negative = inhibition, actives largely listed as inhibitors. 1.2% of 410,000 active; note: potency is the fitted concentration of half-maximal effect; % is set by controls: 0 for no effect and ±100 for the full control effect; nearly all actives have a fitted effect of over 65% in size
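TGF-beta reporter screen: HEPG2 CAGA-GFP, 1% FBS, 500 pg/mL TGF-beta final, 18 h; per-cell GFP summed per well; curves fitted and categorized by class.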
Nrf2 ARE act: qHTS of Nrf2 Activators. AREc32 ARE-luciferase reporter (MCF7-derived line), luminescence, 24 h. AID 624171, 2012. 0.31% of 410,000 active. Potency, µM (top dose mostly 46.1 µM), inactives show top-dose activation, usual class: activators; note: potency is the fitted concentration of half-maximal effect; % of control where 0% means no effect; nearly all actives have a fitted effect of over 65% in size
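ARE-driven firefly luciferase activity in AREc32 cells measured after a 24 hr compound exposure at 37 deg C, using Steady-Glo reagent and a 30 min room-temperature hold.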
S2 tox: Viability Counterscreen for Primary qHTS for Inhibitors of ATXN expression | 0.49% of 400,000 active | S2 cells (HEK-293 line with an ATXN2-luciferase reporter) viability, CellTiter-Fluor protease fluorescence, 24 h | Potency, µM (titrated, usually from 56.7 µM), usual class: cytotoxic | AID 651635, 2014; note: potency is the fitted concentration of half-maximal effect; nearly all actives have a fitted effect of over 40% in size
A549 viability: Nrf2 qHTS screen for inhibitors: counterscreen for cytotoxicity. Potency, µM (titrated, usually from 46 µM), without a hit: at the top dose activity change, negative = cytotoxicity, most hits filed as inhibitors. A549 ARE-Fluc cells, CellTiter-Fluor viability, 18-24 h. 0.16% of 390,000 active; note: potency is the fitted concentration of half-maximal effect; % is set by controls: 0 for no effect and ±100 for the full control effect
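A549 ARE-Fluc cells in 5% FBS OPTI-MEM, 5000 cells/well, rested 2 h then exposed to compounds in concentration-response for 18-24 h at 37 °C. Viability by CellTiter-Fluor fluorescence (Ex 405/Em 525) after 30 min; luciferase luminescence (BugLite, 15 min, RT) read afterwards.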
* = called active by the depositor; i = inactive; ? = inconclusive; . = no result given; & = joins results of further samples; [ ] = another dose, or the depositor's remark. Unless noted, calls come from the whole dose curve; as a rule, active = well fitted curve in the direction sought with a large enough effect; inconclusive = small, poorly fitted or top-dose-only effect, or another doubt; inactive = no such curve, though single readings can be large; an effect the other way counts as inactive or inconclusive.

SMILES	Nrf2 inh	ATXN2 expr inh	HepG2 viability	MCF10A rereplic	IL1B secr inh	TGFb SMAD3 inh	Nrf2 ARE act	S2 tox	A549 viability
CCCOc1cccc(C(=O)Nc2ccc(Br)cc2F)c1	?	28.3%	17.7%	5.8%	-1.0	6.5%	1.4%	i	1.5%
CCN(CC)C(=O)Cn1c(=O)n(CCc2ccccc2)c(=O)c2ccccc21	2.8%	13.9%	-0.9%	.	.	25.8%	0.5%	?	-6.4%
COc1ccc(-c2[nH]ncc2C(=O)NCc2cccc(OC)c2)cc1	-0.8%	.	0.9%	.	.	.	-0.9%	.	1.9%
CCOC(=O)c1c(C)[nH]c(CCC(=O)Nc2ccc(OC)c(OC)c2)c1C	.	.	-23.5%	.	.	-4.9%	4.2%	.	-9.2%
CCOC(=O)C(C)Sc1snnc1C (stereo unspecified)	8.8%	1.8%	-0.6%	-2.9%	0.7	-0.2%	-0.6%	i	?
CCOc1cc(/C=C/C(=O)O)ccc1OCc1ccccc1	-8.3%	-6.8%	3.1%	0.5%	15.1	0.0%	-0.4%	i	0.2%
CCOc1cc(/C=C2\SC(N3CCCC(C)C3)=NC2=O)ccc1O (stereo unspecified)	?	1.8%	4.0%	6.2%	-57.3*	19.7%	6.2%	i	0.7%
CCN(CC(=O)Nc1c(F)cccc1F)C(=O)C1CCCO1 (stereo unspecified)	.	.	-39.8%	.	-16.1	5.2%	-0.3%	i	.
O=C(CN(Cc1ccc(F)cc1)C(=O)C1CSC(=O)C1)NC1CCCCC1 (stereo unspecified)	3.8%	9.1%	4.1%	3.6%	8.1	-15.6%	-0.1%	i	-4.1%
CCCCCCN(CCCCCC)C(=O)Cc1c(-c2ccc(F)cc2)[nH]c2ccccc12	-19.9%	6.1%	-15.2%	-4.7%	-11.7	-13.0%	-0.9%	i	-4.3%
CN1CCN(S(=O)(=O)c2cccc(C(=O)NC3CCCC3)c2)CC1	-2.5%	8.5%	70.0%	5.2%	-1.2	12.9%	-0.1%	i	-0.3%
c1ccc2oc(-c3csc(N4CCOCC4)n3)cc2c1	?	15.5%	-4.0%	?	-25.1	-28.6%	3.8%	i	5.7%
CC(=O)NC1C(=O)N=C(SC(C)C(=O)Nc2cccc(Cl)c2)NC1=O (stereo unspecified)	0.5%	-2.5%	4.7%	-11.5%	20.4	13.8%	-0.2%[9.22 µM]	i	0.0%
CCOC(=O)N1CCN(C(=O)Nc2ccc(Cl)cc2Cl)CC1	-7.6%	-6.5%	-5.4%	0.7%	-11.2	-0.4%	-0.4%	i	-2.8%
CCOC(=O)c1ccc(NC(=O)[C@@H](NC(N)=O)C(C)C)cc1	17.1%	4.2%	-8.9%	-2.8%	-12.5	9.4%	-0.5%	i	-0.2%
CC(CC(=O)NCc1ccco1)S(=O)(=O)c1ccc2c(c1)CCN2C(=O)C1CC1 (stereo unspecified)	-12.5%	-7.5%	4.5%	?	12.4	-6.3%	-1.2%	i	-6.1%
Cc1cccc(-c2noc(-c3ccc(NC4CCCC4)c([N+](=O)[O-])c3)n2)c1	-3.4%	3.8%	-1.4%	.	.	?	0.8%	i	6.0%
CC(C)(C)c1ccc(OC(=O)N2CCOCC2)cc1	9.2%	.	-24.0%	18.3%	8.9	-20.1%	3.9%	i	7.7%
CCOC(=O)N1CCN(CC(=O)Nc2ccccc2C(=O)Nc2ccccc2)CC1	-5.8%	-7.4%	-16.5%	2.7%	-3.6	7.2%	-0.8%	i	0.1%
CC(=O)c1cccc(-n2nnnc2SCC(=O)Nc2cc(C)on2)c1	-2.7%	4.5%	-0.8%	-7.1%	13.7	6.8%	-0.4%	i	-9.1%

Single records, as listed above. Order of values: Nrf2 inh, ATXN2 expr inh, HepG2 viability, MCF10A rereplic, IL1B secr inh, TGFb SMAD3 inh, Nrf2 ARE act, S2 tox, A549 viability
`CCN(CC(=O)Nc1c(F)cccc1F)C(=O)C1CCCO1` (stereo unspecified) in the list: ., ., -39.8%, ., -16.1, 5.2%, -0.3%, i, .
`c1ccc2oc(-c3csc(N4CCOCC4)n3)cc2c1` in the list: ?, 15.5%, -4.0%, ?, -25.1, -28.6%, 3.8%, i, 5.7%
`CCOc1cc(/C=C2\SC(N3CCCC(C)C3)=NC2=O)ccc1O` (stereo unspecified) in the list: ?, 1.8%, 4.0%, 6.2%, -57.3*, 19.7%, 6.2%, i, 0.7%

(more compounds)
SMILES	Nrf2 inh	ATXN2 expr inh	HepG2 viability	MCF10A rereplic	IL1B secr inh	TGFb SMAD3 inh	Nrf2 ARE act	S2 tox	A549 viability
O=C(COC(=O)c1ccccc1C(=O)c1ccccc1)c1ccco1	-4.4%	1.4%	-4.2%	-3.0%	15.9	-25.0%	-0.4%	i	-3.8%
COc1ccc(S(=O)(=O)NCCC(C)C)cc1C	-1.4%	6.1%	-17.2%	15.4%	-16.6	-28.1%	0.5%	i	1.0%
Cc1cc2oc(C(=O)N(Cc3ccc(N(C)C)cc3)CC3CCCO3)c(C)c2cc1C (stereo unspecified)	-27.1%&-28.2%	.	-25.4%&-18.9%	4.0%	-1.1	?	0.0%&-1.0%	?	-0.2%&-7.0%
O=C(COC(=O)c1ccc2ncsc2c1)Nc1ccc(OC(F)(F)F)cc1	?	8.1%	-34.0%	16.5%	18.6	?	-0.6%	i	-12.8%
CCN1CCN(C(c2cccs2)C(C)NC(=O)c2cccc(OC)c2)CC1 (stereo unspecified)	7.3%	-13.0%	-16.6%	0.6%	-24.1	-0.5%	-0.3%	i	-0.5%
Cc1cc(NC(=O)C2CC(=O)N(c3cccc(C)c3C)C2)no1 (stereo unspecified)	2.6%	12.8%	14.9%	8.3%	-7.0	-6.0%	0.0%	i	-6.4%
CSc1ccc(/C=C/C(=O)N2CCN(c3ccccn3)CC2)cc1	8.1%	10.8%	-25.0%	-6.9%	-27.1	-26.1%	-0.5%	i	10.6%
O=C(O)CCC(=O)Nc1ccc(-c2nnc(-c3ccco3)o2)cc1	12.8%	6.1%	5.6%	4.4%	0.7	-12.4%	-1.0%	i	-1.4%
Cc1ccc2c(c1)C1CN(C)CCC1N2S(=O)(=O)c1ccc(C(C)C)cc1 (stereo unspecified)	5.3%	-15.8%	-18.1%	7.0%	-7.5	1.4%	-0.7%	i	-2.6%
Cc1ccccc1C(=O)Nc1nnc(SC(C)C)s1	17.0%	25.7%	-29.0%	13.6%	-4.5	-12.6%	2.9%	i	16.1%
CCC(C(=O)NCc1ccccc1OC)n1nc(C)n2c(cc3occc32)c1=O (stereo unspecified)	-14.5%&-2.8%	-10.9%	-17.0%&-10.1%	4.1%	-19.5	?	3.6%&-0.8%	?	-1.9%&-1.7%
COc1ccc(NC(=O)CC(NCc2ccccn2)C(=O)O)cc1 (stereo unspecified)	-1.6%	-5.9%	-5.0%	-2.6%	15.3	0.2%	-0.2%	i	1.7%
CCC1CCC(C(=O)NC(C(=O)Nc2cccc(OC)c2)C(C)C)CC1 (stereo unspecified)	1.7%[9.27 µM]	2.9%	5.1%	.	.	-0.4%	-0.3%	i	-8.9%
COc1ccc(OCC(O)CNC(=O)c2ccc(Br)cc2)cc1 (stereo unspecified)	-23.5%	0.4%	-0.5%	0.1%	-6.1	?	-0.4%	i	5.3%
CC1(C(=O)NS(=O)(=O)c2ccc(F)cc2F)CCN1C(=O)Cc1ccc(Cl)cc1Cl (stereo unspecified)	.	2.7%	-5.9%	.	17.2	-1.5%	-0.2%	i	.
Cc1cc(C(=O)COC(=O)/C=C/c2cccc(Br)c2)c(C)n1C	-8.1%	0.5%	16.9%	5.7%	-13.2	-2.3%	0.2%	i	-17.3%
CC1Cc2cc(S(=O)(=O)N3CCC(C(N)=O)CC3)ccc2N1C(=O)C1CC1 (stereo unspecified)	-27.5%	1.8%	-12.5%	?	4.2	-23.0%	-0.9%	i	-3.7%
COc1ccc(-c2cc(C(F)(F)F)c(C#N)c(SCC(=O)Nc3ccc(F)cc3)n2)cc1	-4.0%	2.6%	-13.5%	.	.	3.8%	7.3%	i	0.7%
CCCCN(C)CCNC(=O)c1ccc(Cn2c(=S)[nH]c3ccc(Br)cc3c2=O)cc1	?	.	-38.9%	2.4%	0.0	11.2µM*	15.8%	i	7.9%
COc1cccc(NC(=O)NC2CCN(Cc3nnnn3Cc3ccc(F)cc3)CC2)c1	?	-14.4%	-0.4%	12.4%	5.2	0.0%	-0.2%	i	.
CC(=O)N1CCN(c2ccc([N+](=O)[O-])c(NCc3cccnc3)c2)CC1	-16.0%	-6.2%	-16.0%	-3.2%	16.0	10.6%	-0.1%	?	-15.5%
O=C(CSc1n[nH]c(-c2ccccc2)n1)N1CCCCC1	.	12.8%	10.6%	.	.	27.5%	0.1%	i	-0.3%
CSc1ccccc1N=CC1=C(O)CC(C)(C)CC1=O	2.6%	1.5%	-32.5%	-2.1%	5.0	-21.8%	1.4%	i	-2.3%
Cc1cc(=O)c(C(=O)O)nn1-c1cccc(C(F)(F)F)c1	12.7%	20.0%	-4.5%	-12.5%	18.6	-3.7%	-0.6%	i	1.3%
CC(C)[C@H](NS(=O)(=O)c1ccc2c(c1)OCCO2)C(=O)OCC(=O)Nc1cccc(Cl)c1Cl	0.9%	14.6%	-8.2%	15.8%	-16.7	?	2.4%	i	-1.2%
O=C(C1=C(O)C(=O)N(Cc2ccco2)C1c1ccccc1F)c1cccs1 (stereo unspecified)	-2.0%	1.1%	11.2%	-8.7%	0.0	10.4%	2.3%	i	-3.1%
O=C(N/N=C/c1ccc(-c2ccccc2[N+](=O)[O-])o1)c1cccnc1	20.5%	15.2%	-18.3%	-12.0%	14.7	-7.6%	25.2%	i	-3.9%
O=S(=O)(c1ccc2ccccc2c1)N1CCN(C(=S)Nc2ccccc2F)CC1	14.6µM*	-12.8%	-14.5%	14.8%	-2.7	?	-0.1%	i	-1.0%
